Bioassay records from PubChem BioAssay.
14-3-3 PPI – modulators of human 14-3-3 gamma - Raf peptide interaction. 0.19% of 160,000 active. inhibition, % at 40 µM. FP, 14-3-3gamma / TMR-pS259-Raf peptide binding. P61981; in the data active = inhibition above about 30%;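 also: 0% = protein plus tracer without compound and 100% = blank with tracer alone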
Target sequence (P61981 whole entry, looked up): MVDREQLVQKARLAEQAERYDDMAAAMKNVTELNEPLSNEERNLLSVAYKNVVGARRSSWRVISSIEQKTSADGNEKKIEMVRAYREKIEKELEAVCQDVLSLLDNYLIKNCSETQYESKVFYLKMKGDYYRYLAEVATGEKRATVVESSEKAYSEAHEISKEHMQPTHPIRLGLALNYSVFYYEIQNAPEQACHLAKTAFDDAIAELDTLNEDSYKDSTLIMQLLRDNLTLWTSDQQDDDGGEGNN
The depositor's hits bear a star; & = joins results of further samples. Not all compounds are listed; the hit share may differ from the screen's.

| SMILES | 14-3-3 PPI |
| --- | --- |
| O=C1c2ccccc2C(=O)N1CCC(=O)N1CCCc2ccccc21 | -5.7 |
| c1ccc(Oc2ccc(Nc3ncnc4c3cnn4-c3ccccc3)cc2)cc1 | -9.2 |
| O=c1[nH]c(CS(=O)(=O)c2ccccc2)nc2ccccc12 | 0.0 |
| CC(=O)N1c2ccccc2NC2=C(C(=O)CC(c3ccc(C(C)(C)C)cc3)C2)C1c1cccnc1 (centres undefined) | -2.6 |
| O=C1c2ccccc2C(=O)N1Cc1ccc2[nH]c3c(c2c1)CCCC3 | -4.4 |
| COC(=O)Cc1ccc(N(Cc2ccccc2F)S(=O)(=O)c2ccc(Br)cc2)cc1 | -11.3 |
| CC(C)=CCCC(C)NC(=O)NC1CCCCC1 (centres undefined) | -3.0 |
| Cc1ccc(C(c2ccc(C)o2)c2ccc(C)o2)cc1 | -12.3 |
| Cc1cc(C)c(Cc2c(C)nc3c(C(=O)NCc4ccc5c(c4)OCO5)cnn3c2C)c(C)c1 | -0.1 |
| O=C(Nc1ccc2[nH]c(=O)[nH]c2c1)c1ccc(Br)o1 | -10.8 |
| Cc1nc(Oc2ccc(C(C)C)cc2)c2c3c(sc2n1)CCC3 | 3.5 |
| COC(=O)c1ccc(NC(=O)C2CCCN2S(=O)(=O)c2ccc(C)cc2)cc1 (centres undefined) | 3.5 |
| O=C1NC(Nc2ccccn2)(C(F)(F)F)C(=O)N1c1ccc(F)cc1 (centres undefined) | 4.8&-10.6 |
| CCOC(=O)c1ccc(Oc2nc(C)cc(OC)n2)cc1 | -13.2 |
| COCCNc1nc(C(C)(C)C)nc2c1nnn2Cc1ccccc1Cl | -1.7 |
| COCCNC(=O)CSc1nc2c(sc(=S)n2-c2ccccc2C)c(=O)n1-c1ccccc1F | -3.2 |
| Cc1cc(S(=O)(=O)N2CCN(c3ccc(F)cc3)CC2)c(C)s1 | -2.9 |
| CCn1c(C)cc2c(c1=O)C(c1ccncc1)C(C#N)=C(N)O2 (centres undefined) | 0.5 |
| CC(C)(C)N1C(=O)c2ccc(C(=O)Nc3nccs3)cc2C1=O | -3.7 |
| O=C(CSc1nnc(-c2ccc(F)cc2)c(-c2ccc(F)cc2)n1)NC1CCCC1 | -1.1 |
| COCC(=O)Nc1cc(C)c2c(=O)oc3ccccc3c2n1 | -8.6 |
| Cn1c(=O)c2c(nc(SCC(=O)N3CCc4ccccc43)n2Cc2ccccc2)n(C)c1=O | -8.4 |
| Cc1cc(C)nc(/N=C(\N)Nc2ccccc2C)n1 | 3.9 |
| COCCNC(=O)c1ccc2c(c1)NC(=O)C(N1CCOCC1)S2 (centres undefined) | 9.8 |
| COc1ccc(/C(O)=C2\C(=O)C(=O)N(CC3CCCO3)C2c2cc(OC)ccc2OC)cc1 (centres undefined) | 1.4 |
| O=C(NCc1ccccc1)/C(=N\O)c1ccccc1 | 6.0 |
| Cc1cc(NC(=O)c2cc3n(n2)C(C(F)(F)F)CC(c2ccc(Cl)c(Cl)c2)N3)no1 (centres undefined) | -2.7 |
| CCCCN(C)CCCNC(=O)c1ccc2c(c1)NC(=O)C(N1CCOCC1)S2 (centres undefined) | -9.4 |
| O=C(Nc1ccc(N2CCOCC2)c(Cl)c1)C1CCCCC1 | -0.5&-4.5 |
| O=[N+]([O-])c1ccc(N2CCN(S(=O)(=O)c3ccc(Br)cc3)CC2)cc1N1CCc2ccccc2C1 | -20.1 |
| O=C(c1cccc(C(=O)N2CCN(c3ncccn3)CC2)c1)N1CCN(c2ncccn2)CC1 | -4.3 |
| CC(C)OC(=O)C(C(=O)C(F)(F)F)c1cc(NS(=O)(=O)c2cccs2)ccc1O (centres undefined) | -7.4 |
| CCOc1ccc(C(=O)N2CCN=C2SC)cc1 | -3.2 |
| FC(F)(F)c1cccnc1N1CCN(c2ncnc3nc[nH]c23)CC1 | -0.6 |
| CCCCCOc1ccc(N/C(N)=N/c2nc(C)cc(C)n2)cc1 | -5.8 |
| Cc1cccc(C)c1NC(=O)Cn1c(=O)n(CCC(=O)N2CCc3ccccc3C2)c(=O)c2ccccc21 | -0.1 |
| COC(=O)Cc1csc(Nc2c(C)n(C)n(-c3ccccc3)c2=O)n1 | 11.0 |
| Cc1ccc(CNC(=O)CCCn2c(=O)c3ccccc3n(Cc3ccccc3C)c2=O)cc1 | -8.6 |
| CNC(=O)N(C1=NCC(C)(C)S1)c1ccc(F)c(Cl)c1 | 4.9 |
| O=C1C(=O)N(CCCN2CCOCC2)C(c2ccccc2F)/C1=C(\O)c1ccc(F)cc1 (centres undefined) | 2.4 |
| Cc1ccccc1Nc1c(-c2ccc(O)cc2)nc2ccccn12 | 4.0 |
| COc1cccc(Oc2ccc(N)cn2)c1 | -18.6 |
| CC(C)CC(=O)NC1(C(F)(F)F)C(=O)Nc2c1c(=O)[nH]c(=O)n2Cc1ccco1 (centres undefined) | -13.4 |
| COc1ccc(-c2cnnn2-c2ccc(NC(=O)c3cccc(C(F)(F)F)c3)cc2)cc1OC | -3.1 |
| COc1ccc(C2CC(c3ccc(Br)cc3)=NN2S(=O)(=O)c2ccccc2)cc1 (centres undefined) | -322.1 |
| Cc1ccc(CN2CCNC2=O)cc1 | 0.1 |
| CCN(CC)c1cc(C)c2cc(NC(=O)CCC3CCCC3)ccc2n1 | -6.0 |
| O=C(Nc1ccccc1Cl)c1ccc(S(=O)(=O)N2CCOCC2)cc1 | 2.5 |
| CCOc1ccccc1NC(=O)c1c(NC(=O)c2ccccc2Br)sc2c1CCC2 | -35.4 |
| COc1cc(OC)cc(C(=O)Nc2c3c(nn2C(C)(C)C)CS(=O)(=O)C3)c1 | 0.4 |
| CCc1cc(=O)oc2cc(OCc3ccc(C(=O)O)o3)ccc12 | -9.7 |
| O=C(Nc1ccccc1C(=O)N1CCOCC1)C1COc2ccccc2O1 (centres undefined) | 12.2 |
| COc1cc(OC)cc(C(=O)Nc2cc(C(=O)Nc3cccc(C)n3)ccc2N2CC3CC(C2)c2cccc(=O)n2C3)c1 (centres undefined) | -2.6 |
| COC(=O)C(NC(=O)C12CC3CC(CC(C3)C1)C2)C(C)C (centres undefined) | 2.4 |
| CCn1c(=O)cc(SCC(=O)Nc2ccccc2N2CCN(C)CC2)c2ccccc21 | -0.2 |
| Clc1ccc2ccc3cccnc3c2n1 | -4.3 |
| COC(=O)C1=CN(Cc2cccs2)C=C(C(=O)OC)C1c1cc(OC)ccc1OC | 0.0 |
| O=C(CSc1nnc2c3cc(F)ccc3nc(-c3ccccc3)n12)N1CCOCC1 | -9.1 |
| Cc1nc(-c2cc3cc(Cl)ccc3oc2=O)cs1 | -13.3 |
| CCOC(=O)N1CCC(NC(=O)CC(NS(=O)(=O)c2ccc(C)cc2)c2ccco2)CC1 (centres undefined) | 7.1 |

Next section:
| SMILES | 14-3-3 PPI |
| --- | --- |
| CCOC(=O)c1cccc(NC(=O)C2CCN(S(=O)(=O)c3cnc[nH]3)CC2)c1 | -1.6 |
| CC1(C)NC(=O)N(CC(O)COc2ccccc2C(=O)N2CCCCC2)C1=O (centres undefined) | 1.7 |
| Fc1ccc(-c2nnc3sc(CN4CCCCC4)cn23)cc1 | -5.0 |
| CN(c1ccc(Br)cc1)S(=O)(=O)c1ccc2c(c1)oc(=O)n2C | -10.6 |
| Cc1ccc(S(=O)(=O)N2CCCC(C(F)(F)F)C2)cc1 (centres undefined) | -0.7 |
| CCOc1ccc(NC(=O)COC(=O)Cn2cnnn2)cc1OCC | -2.6 |
| CCOC(=O)c1ccc(NC(=O)Nc2cc(C)on2)cc1 | -8.4 |
| CCOc1ccc(S(=O)(=O)N2CCN(c3ccccc3)CC2)c2cccnc12 | -5.9&-8.1 |
| O=C(CNS(=O)(=O)c1cccs1)N1CCN(Cc2ccccc2)CC1 | -9.4 |
| CC(=O)Nc1cccc(N2CCCC2=O)c1 | 0.8 |
| Cc1ccc(CNC(=O)C2(O)c3cc(Br)ccc3NC(=O)N2c2ccc(C)c(C)c2)cc1 (centres undefined) | -2.6 |
| CCOC(=O)c1cnc2c(C)cccc2c1Nc1ccc(Cl)cc1C | -11.8 |
| CC(C)(C)c1cc(NC(=O)c2cccnc2)no1 | -1.3 |
| CCOC(=O)c1sc2ncn(CC(=O)NCc3ccco3)c(=O)c2c1C | -14.7 |
| Cc1cc2nn(-c3ccc(Cl)cc3)nc2cc1NC(=O)c1ccc(C)c([N+](=O)[O-])c1 | 3.0 |
| Cc1[nH]c(=O)[nH]c(=O)c1CSc1nnc(CCCCCNC(=O)OC(C)(C)C)o1 | -0.8 |
| O=C(C(NS(=O)(=O)c1cccs1)c1ccccc1)N1CCN(c2ccccc2F)CC1 (centres undefined) | -6.3 |
| O=C1C=C(NCc2ccco2)C2(CCCCC2)O1 | -1.2&-11.6 |
| COc1ccc(C(=O)Oc2ccc3c(c2)C(C)=CC(C)(C)N3C(=O)c2ccc(OC)cc2)cc1 | -7.3 |
| COc1ccc(-c2nn(-c3ccccc3)cc2C(=O)OCc2ccccc2)cc1 | 7.6 |
| CC(C)(C)c1ccc(OCC(O)CS(=O)(=O)c2ccccn2)cc1 (centres undefined) | 1.5 |
| CC(C)NC(=O)CN(Cc1ccccc1)S(=O)(=O)c1ccccc1 | 1.9 |
| Cc1cc(C(=O)CSc2nc3ccccc3[nH]2)c(C)n1C | -3.7 |
| CCOC(=O)C1=C(C)NC2=C(C(=O)C(C(=O)OC)C(C)C2)C1c1ccc([N+](=O)[O-])cc1 (centres undefined) | -1.7 |
| Fc1ccccc1C1C=C(c2ccc(Cl)cc2)Nc2ncnn21 (centres undefined) | -0.7 |
| O=C(CCc1nc2ccccc2[nH]1)N1CCc2ccccc2C1 | 0.5 |
| COC(=O)CCC(=O)COc1ccccc1C#N | -10.0&4.0 |
| COC(=O)c1ccc(C(=O)OC)c2c(C(=O)OC)c(Cl)cc(C(=O)OC)c12 | -5.8 |
| CCC[N+]1(Cc2ccccc2)C2=C(CN(C)CC2)c2ccccc21 (centres undefined) | -15.0 |
| COc1ccccc1OCCCCNC(C)(C)C | 5.5 |
| CCOc1ccc(-c2cn(-c3ccc(C)cc3)c(=O)[nH]2)cc1Cl | -21.2 |
| CCOC(=O)c1ccc(N=Cc2ccc3c(c2)Cc2ccccc2-3)cc1 | -19.3 |
| CCOC(=O)c1sc(NC(=O)c2sc3cc(Cl)ccc3c2Cl)nc1C | -18.6 |
| O=C1NC(=Nc2ccccc2Cl)SC1(CO)CO | 0.2 |
| CCOc1cc(C)c(S(=O)(=O)NC2CCCCC2)cc1C | -8.4 |
| O=C(CN1C(=O)CSc2ccc(S(=O)(=O)N3CCCCC3)cc21)N1CCCC1 | -3.9 |
| Cc1cc2cc(CNC(=O)Nc3ccc(Cl)cc3)ccc2[nH]1 | -6.7 |
| COc1ccc2c(c1)CCc1c(C(=O)NCc3ccco3)noc1-2 | -4.3&-4.9 |
| Cc1cc(C)c2cc(CN(CCN3CCCC3)C(=O)Nc3ccc(F)cc3)c(=O)[nH]c2c1 | -5.8 |
| CC1CCCCC1NC(=O)CN1CCN(Cc2cccc(Cl)c2)C1=O (centres undefined) | -3.5 |
| O=C(O)c1ccc(-c2nnc(-c3cccc(Br)c3)o2)cc1 | 14.6 |
| Cc1nn(-c2cc(N3CCN(C(=O)C(C)C)CC3)ccc2[N+](=O)[O-])c(=O)c2ccccc12 | 5.4 |
| COC(=O)C(C)Oc1ccc2c(c1)oc(=O)c1ccccc12 (centres undefined) | 5.1 |
| CC(=O)N1c2ccc(S(=O)(=O)NC3CCCC3)cc2CC1C (centres undefined) | 4.2 |
| Cc1cc2n(n1)C(c1ccc3c(c1)OCO3)Nc1c(C)cccc1-2 (centres undefined) | -2.5 |
| COc1ccc(-n2c(Cc3cc(=O)[nH]c(=O)[nH]3)nnc2SCC(=O)Nc2ccccc2)cc1 | 1.3 |
| N#Cc1ccc(C=Cc2cc(C(F)(F)F)[nH]c(=O)n2)cc1 | -0.3 |
| C=CCOc1ccc2c(=O)c(-c3ccc(OC)c(OC)c3)c(C(F)(F)F)oc2c1 | 2.0 |
| CCOC(=O)C1=C(N)N(c2ccc(C)cc2)C2=C(C(=O)CC(C)(C)C2)C1c1cc(OC)c(OC)c(OC)c1 (centres undefined) | -2.7 |
| C=CCn1c(=O)/c(=C/c2ccc(C)o2)s/c1=C(/C#N)C(=O)c1ccccc1 | -80.8 |
| C=CCNC(=O)C1CC(=O)N(c2ccc(OCC(=O)Nc3ccccc3)cc2)C1 (centres undefined) | -4.1 |
| COCc1cc(C)nc(NC2CCCCC2)c1C#N | 3.8 |
| COc1ccc(NS(=O)(=O)Cc2ccccc2Cl)cn1 | -5.2 |
| O=C(CSc1nc2ccccc2c(=O)n1CCCC(=O)N1CCCC1)NCc1ccco1 | 2.2 |
| COc1ccc(NC(=O)C23CCC(C)(C(=O)C2)C3(C)C)cc1 (centres undefined) | -6.3 |
| CC(C)C(C(=O)Nc1cc(C(F)(F)F)ccc1Cl)N1C(=O)c2ccccc2C1=O (centres undefined) | 11.2 |
| CC(=O)N1CCc2cc(S(=O)(=O)NCCC(=O)NC3CCCc4ccccc43)ccc21 (centres undefined) | 0.0 |
| Cc1ccc(S(=O)(=O)Nc2ccc(NC(=O)CCN3C(=O)c4ccccc4C3=O)cc2)cc1 | 1.9 |
| CCc1ccc(-n2c(=O)c3c4c(sc3n(Cc3cc(=O)n5ccccc5n3)c2=O)CCC4)cc1 | -11.5 |
| Cc1coc2cc3oc(=O)cc(-c4ccccc4)c3cc12 | -0.3 |

Reprinted from the part before: two entries, then new ones.
| SMILES | 14-3-3 PPI |
| --- | --- |
| CCc1ccc(-n2c(=O)c3c4c(sc3n(Cc3cc(=O)n5ccccc5n3)c2=O)CCC4)cc1 | -11.5 |
| Cc1coc2cc3oc(=O)cc(-c4ccccc4)c3cc12 | -0.3 |
| CC1CC(C)CN(C(=O)Cn2c(=O)n(CCCCC(=O)NC3CCCC3)c(=O)c3ccccc32)C1 (centres undefined) | -4.3 |
| Cc1ccc2[nH]c(=O)c3cc(C(=O)O)sc3c2c1 | -9.1 |
| O=C(Nc1ccc(N2CCN(Cc3ccccc3)CC2)cc1)c1ncn[nH]1 | -12.8 |
| CCN(CC)S(=O)(=O)c1ccc2oc(C(=O)NC3CCCc4ccccc43)c(C)c2c1 (centres undefined) | -29.1 |
| Cc1ccc(-c2csc3nnc(SCC(=O)N4CCN(Cc5ccccc5)CC4)n23)cc1 | -15.0 |
| CC1(C(=O)NC2CCCC2)CCC(=O)N1Cc1ccccc1 (centres undefined) | -4.7 |
| O=C(O)CCn1cnc2ccccc2c1=O | -0.3 |
